High-throughput results: PubChem, Vanderbilt High Throughput Screening Facility
Cav3 T inh: human Cav3.2 channel inhibition, primary screen; B-score at 10 µM; Cav3.2-expressing cells, Fluo-4 calcium fluorescence FDSS; active compounds read low; 100,000 tested, 4% active; AID 449739; O95180;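 active means single-dose well whose peak fluorescence ratio is a statistical outlier from its plate by either plate-standardised score or position-corrected B-score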
* marks the source's active call; other numbers are inactive results. An excerpt. The share of hits here may be higher or lower than overall.

SMILES	Cav3 T inh
CN1CCN(S(=O)(=O)c2cccc(C(=O)N(c3ccccn3)C3CCCCC3)c2)CC1	0.659
C=CCN(CC(=O)c1sc(C(=O)OCC)nc1C)c1cccc(Br)c1	-2.18
C/C(CC(=O)NCc1ccco1)=N\NC(=O)Cc1ccccc1	-1.05
Cc1noc(C)c1CSCC(=O)N1CCN(c2ccc(F)cc2)CC1	1.1
O=C(NC1=NCCS1)c1sc2ccccc2c1Cl	1.94
O=C(NCCCN1CCc2ccccc2C1)Nc1ccc(Br)cc1	-2.75
Cc1ccc(C)c2[nH]c(=O)c(CN(CCN3CCCC3)C(=O)Nc3ccc(F)cc3)cc12	-0.322
CC(=O)N(c1ccc(Br)cc1)C1C=CS(=O)(=O)C1 (stereo not given)	0.239
O=C1c2ccccc2C(=O)N1CC(O)Cn1nnc2ccccc21 (stereo not given)	1.05
O=C1c2ccccc2C(Nc2ccc(S(=O)(=O)N3CCCCC3)cc2)N1Cc1ccco1 (stereo not given)	-2.28
O=c1cc(O)n(-c2ccccc2F)c(=S)[nH]1	0.818
COc1ccc(C(=O)O/N=C(/C)c2cccs2)cc1	-1.3
O=S(=O)(NCc1ccccn1)c1ccc(Br)s1	0.63
Cc1cc(C=O)c(C)n1-c1ccc(NC2CCCCC2)c([N+](=O)[O-])c1	-0.816
O=C(NCc1ccc(N2CCCC2=O)cc1)c1cn(Cc2ccccc2)nn1	1.63
CCc1nc(SCc2nc3ccccc3[nH]2)c2oc3ccccc3c2n1	-1.65
COc1cnc(-c2ccccn2)nc1Oc1ccccc1Cl	0.0277
Nn1c(SCC(=O)Nc2cccc(F)c2)nnc1C1CCCCC1	0.612
CCOc1ccc(NC(=O)CN(c2cc(C)cc(C)c2)S(=O)(=O)c2c(C)noc2C)cc1	-1.81
COc1ccc(C(CC(=O)O)NC(=O)COc2ccccc2)cc1 (stereo not given)	1.22
O=C1Nc2ccc(F)cc2C12Nc1ccccc1-c1nnc(SCc3ccccc3Cl)nc1O2 (stereo not given)	-2.64
CC12CN3CC(C)(CN(C1)C3c1ccc(Cl)cc1Cl)C2O (stereo not given)	1.72
Cc1cc([N+](=O)[O-])ccc1NCc1ccccc1	-1.65
COc1nnc(-c2ccc(C)c(S(=O)(=O)NCCO)c2)c2ccccc12	0.0494
COc1ccc(/C=C2\N=C(SC)NC2=O)cc1	0.00767
CCOC(=O)c1ccc(NC(=O)CSc2nnc(CNc3ccc(C)cc3)n2C)cc1	-0.956
CC(C)(C)NS(=O)(=O)c1ccc(NS(=O)(=O)c2ccc(F)cc2)cc1	-2.27
COc1cccc(CN2C(=O)CCC2(C)C(=O)NC2CCCCCC2)c1 (stereo not given)	0.0386
Clc1cccc(Oc2cnc3ccccc3n2)c1	-1.28
COc1ccc(CCNC(=O)C2CCN(S(=O)(=O)N3CCOCC3)CC2)cc1OC	0.793
CCCCC(C(=O)O)C(C)CC(=O)Nc1cccc(C(=O)O)c1 (stereo not given)	0.299
O=C(Nc1ccccc1N1CCOCC1)c1ccc(Br)o1	-1.57
O=C(CSc1nnc(CNc2ccc(Cl)cc2)o1)Nc1nc2ccccc2s1	0.18
Cc1cccc(CN2C(=O)N/C(=C/c3cc(C)n(-c4cc(C)ccn4)c3C)C2=O)c1	-0.0799
Cc1ccc(S(=O)(=O)Oc2ccc(/C=C(/NC(=O)c3ccccc3)C(=O)Nc3ccccc3)cc2)cc1	-5.04*
CCOc1ccc(NC(=NCc2ccc3c(c2)OCO3)SC2CC(=O)N(c3ccc(OCC)cc3)C2=O)cc1 (stereo not given)	0.307
CCN(CC)S(=O)(=O)c1cccc(-c2nnc(SCC(N)=O)n2CCc2ccccc2)c1	1.61
O=C(/C=C/c1ccccc1)NNC(=O)c1cccc(Cl)c1	0.522
Cc1ccc(S(=O)(=O)CC(=O)N2CCCC2)cc1	-0.402
CC1(C)Cc2c(sc3c2c(=N)n(Cc2ccco2)c(=O)n3Cc2ccc(Cl)cc2)CO1	-1.71
O=C(Nc1ccc(O)cc1)c1ccc(C(=O)c2ccccc2)o1	-0.309
O=C(COC(=O)Cc1ccc(S(=O)(=O)N2CCOCC2)s1)NCCc1ccccc1	0.381
CCOC(=O)N1CCN(C(=O)Cn2c(=O)sc3ccccc32)CC1	1.25
CCC1(CC)C(=O)NC(=O)NC1=NCCc1ccc(O)cc1	0.219
COCCOC(=O)c1c(C)oc2ccc(NS(=O)(=O)c3ccc(C(=O)O)cc3)cc12	-0.0282
CCOc1ccc(NC(=O)CC2C(=O)N(c3cccc(OC)c3)C(=O)N2C(C)C)cc1 (stereo not given)	0.015
CCn1cc(Br)c(C(=O)Nc2cccc(Cl)c2)n1	-0.56
COc1ccc2[nH]c(O)c(NC(C)=O)c2c1	0.583
O=C(CSc1nnnn1-c1ccccc1)NC(=O)Nc1ccc2c(c1)OCCO2	0.0486
Cc1ccc(-c2nnn(CC(=O)N3CCN(c4ccccc4)CC3)n2)o1	-0.512

Additional records follow:
SMILES	Cav3 T inh
Cc1ccc(Oc2ccccc2/C=C2\SC(=O)N(C)C2=O)cc1	-1.85
CCCCC1=CC2=CC(=O)C(C)(OC(=O)c3cccs3)C(=O)C2=CO1 (stereo not given)	-0.043
c1ccc(C2[C@H]3CN(Cc4cccnc4)[C@H](c4ccccc4)C34CC2(c2ccccc2)C4)cc1 (stereo not given in full)	-0.00324
CC(=O)NN1C(=O)/C(=C\c2ccc(C)cc2)SC1=S	2.6
CCOC(=O)/C(C#N)=C1/SC(CCO)C(=O)N1c1ccccc1 (stereo not given)	0.388
COc1cc(NC(=O)C2CCCCN2)ccc1OCC(C)C (stereo not given)	-0.00276
Cc1cccc(NC(=O)N2CCCC2C(=O)NCc2cccs2)c1 (stereo not given)	0.0491
COC(=O)CN(C(=S)Nc1ccc(Cl)cc1)C1CC(=O)N(c2ccc(OC)cc2)C1=O (stereo not given)	-0.0552
COc1ccc(NS(=O)(=O)c2cc(OC)ccc2NC(=O)c2cc(C)oc2C)cc1	-2.26
Cc1cc(NC(=O)CCC(=O)N(CCC(C)C)C(C(=O)NC2CCCC2)c2cccnc2)no1 (stereo not given)	0.375
Cc1ccc(-c2cc(-c3cccs3)[nH]n2)c(O)c1	0.0348
COc1cc2c(cc1OC)C(C(=O)NCCN1CCOCC1)C1c3ccccc3CCN1C2=O (stereo not given)	0.0669
COc1ccc(S(=O)(=O)N(C)CC(=O)NC2CCCCC2)cc1Cl	-0.0496
CC1CN(C(=O)CSc2nnc(-c3ccncc3)n2-c2ccccc2)CC(C)O1 (stereo not given)	0.0176
O=C(Nc1ccc(CN2CCOCC2)cc1)c1cccc(F)c1	-0.323
CC(=O)N1CCc2cc(S(=O)(=O)NC3CCCc4ccccc43)ccc21 (stereo not given)	-0.024
O=C(Nc1ccc(Cl)cn1)c1ccccc1F	-1.1
Cc1ccc(S(=O)(=O)N=Nc2c(O)[nH]c3ccccc23)cc1	-0.0569
Cc1ccc(S(=O)(=O)c2cc(C#N)c(=O)[nH]c2N)cc1	1.23
COC(=O)c1ccc(C23CC4(C2)[C@H](CN(CC2CCCCC2)[C@@H]4c2ccccc2)C3c2ccc(C(F)(F)F)cc2)cc1 (stereo not given in full)	0.124

Four compounds out of the list above, arranged by the number in Cav3 T inh, rising.
molecule	Cav3 T inh
O=C(Nc1ccc(Cl)cn1)c1ccccc1F	-1.1
O=C(Nc1ccc(CN2CCOCC2)cc1)c1cccc(F)c1	-0.323
Cc1ccc(S(=O)(=O)N=Nc2c(O)[nH]c3ccccc23)cc1	-0.0569
COc1ccc(S(=O)(=O)N(C)CC(=O)NC2CCCCC2)cc1Cl	-0.0496

(list continues)
SMILES	Cav3 T inh
O=C(Nc1ccccc1C(=O)N/N=C/c1ccco1)c1ccccc1Cl	0.0414
O=C(c1ccccc1)N1CCN(C(=O)c2ccccc2Br)CC1	0.673
Cc1c(NC(=O)COC(=O)C(c2ccc(Cl)cc2)C(C)C)c(=O)n(-c2ccccc2)n1C (stereo not given)	-1.15
CC(=O)c1c(C)[nH]c(C(=O)OCC(=O)NCCc2ccc(Cl)cc2)c1C	-3.02
O=C1C2C(c3cccc(/C=C/c4ccccc4)c3)CC=CC2C(c2ccc(C(F)(F)F)cc2)N1Cc1ccccc1 (stereo not given)	-1.01
C=CCn1c(SCC(=O)Nc2sccc2C(N)=O)nc2sc(C)c(C)c2c1=O	0.0678
Cc1cc(=O)oc(C)c1C(=O)OCC(=O)c1ccc(Cl)c(Cl)c1	0.328
O=C(CN(c1ccc(Cl)c(Cl)c1)S(=O)(=O)c1ccccc1)N1CCc2ccccc2C1	-5.38*
CC(C)c1ccc(OC(=O)NCCO)cc1	0.399
Cc1ccc(C(=O)N(CC(=O)NC2CCCCC2)c2ccccc2C)s1	-3.17

Next section, starting with the last 5 of the part before.
SMILES	Cav3 T inh
C=CCn1c(SCC(=O)Nc2sccc2C(N)=O)nc2sc(C)c(C)c2c1=O	0.0678
Cc1cc(=O)oc(C)c1C(=O)OCC(=O)c1ccc(Cl)c(Cl)c1	0.328
O=C(CN(c1ccc(Cl)c(Cl)c1)S(=O)(=O)c1ccccc1)N1CCc2ccccc2C1	-5.38*
CC(C)c1ccc(OC(=O)NCCO)cc1	0.399
Cc1ccc(C(=O)N(CC(=O)NC2CCCCC2)c2ccccc2C)s1	-3.17
CN(CC(=O)N1CCN(C2CCCCC2)CC1)S(=O)(=O)c1cccc2nsnc12	1.53
COCCOC(=O)C1=C(C)NC2=C(C(=O)CCC2)C1c1ccc2c(c1)OCO2 (stereo not given)	0.374
COc1ccc(/C=N/n2cnnc2SCc2ccc(OC)cc2)cc1	-0.493
CCOc1cccc(C(=O)Nc2cccnc2)c1	0.451
CCCC1=C(C(=O)OCC)C(c2cc(Cl)cc(OC)c2OCc2ccccc2)NC(=O)N1 (stereo not given)	-2.69
CC1=C(C)SC(=C(C#N)c2nnc(N3CCOCC3)n2-c2ccccc2)S1	0.95
O=C(Nc1nc2c(s1)C(=O)CCC2)c1ccccc1	-0.298
CCN1CCN(CCCNC(=O)Cn2cc3c(n2)CCCC3)CC1	0.95
O=C(c1ccco1)N1CCN(C(=O)c2oc(=O)c3ccccc3c2-c2ccccc2)CC1	1.68
O=C(c1cccc(F)c1)N1CCN(C(=O)C2CC2)CC1	-0.517
C=CCOC(=O)C1=C[C@H](c2coc3ccccc3c2=O)C[C@H](OCCCCO)O1	1.24
O=c1c2c(-c3ccccc3)csc2nc2n1CCC2	-0.0388
COc1cccc(C2NC(CCSC)(C(=O)O)C3C(=O)N(C(C)C)C(=O)C23)c1O (stereo not given)	0.00436
Cc1ccc(S(=O)(=O)N2CCC(=O)N(C(COCc3ccc(Cl)cc3)Cc3ccccc3)CC2)cc1 (stereo not given)	0.871
CCCCn1c(CN2CCN(C(=O)OCC)CC2)nc2c1c(=O)n(C)c(=O)n2C	1.57
CCOc1ccc(Br)cc1/C=N/O	-2.32
COc1ccccc1OC(C)C(=O)Nc1nc(-c2ccc(S(=O)(=O)N3CCOCC3)cc2)cs1 (stereo not given)	-2.66
Nc1ccc(C(=O)OCCCc2nc3ccccc3[nH]2)cc1	-0.255
CCOC(=O)N1CCN(c2ccc(Cl)c(Cl)c2)CC1	-2.01
C=CCSC1=N/C(=C\C=C\c2ccco2)C(=O)S1	0.609
CCCC(=O)Nc1ccc(NC(=O)CCc2ccccc2)cn1	0.421
COCCCNC(=O)c1cc2c(=O)n(C)c3ccccc3c2n1C	-0.547
O=C(c1nn2c(C(F)(F)F)cc(-c3ccco3)nc2c1Br)N1CCCc2ccccc21	-1.29
Cc1cc(C)cc(N(CC(=O)N2CC=C(c3ccccc3)CC2)S(=O)(=O)c2c(C)noc2C)c1	-4.03*
COc1ccc(CC(=O)N2CC(C)CC(C)C2)cc1OC (stereo not given)	-0.49
CS(=O)(=O)N(CC(=O)Nc1ccc(CC#N)cc1)c1ccc(C23CC4CC(CC(C4)C2)C3)cc1	-3.62
CC1Cc2ccccc2N1C(=O)c1cc2sccc2n1Cc1ccc(F)cc1 (stereo not given)	-5.57*
COc1ccc(CNC(=O)[C@@H]2CC=C[C@@H]3CCN(C4CCCCC4)C(=O)[C@@H]32)cc1	-0.0806
Cc1cc(Cl)c(S(=O)(=O)N2CCSCC2)cc1OCC(N)=O	-0.2
CCCCNC(=O)c1onc(CSc2cc(C)ccc2C)c1C(=O)O	-2.04

Reprinted from the part before: three compounds; new compounds follow.
SMILES	Cav3 T inh
COc1ccc(CNC(=O)[C@@H]2CC=C[C@@H]3CCN(C4CCCCC4)C(=O)[C@@H]32)cc1	-0.0806
Cc1cc(Cl)c(S(=O)(=O)N2CCSCC2)cc1OCC(N)=O	-0.2
CCCCNC(=O)c1onc(CSc2cc(C)ccc2C)c1C(=O)O	-2.04
CCOCCn1c(SC)nc2c1c(=O)[nH]c(=O)n2C	0.0303
CC(C)C(=O)Nc1ccc(NC(=O)c2cccnc2)cn1	0.636
O=C(COC(=O)Cc1ccsc1)NCC1CCCCC1	1.08
O=C(NCCc1ccccc1)c1cnc2sccn2c1=O	0.132
COc1ccc(C[C@H]2CN3C(=NC[C@@H]3C(C)C)N2C[C@H](C)NC(=O)c2ccc(C)c(Br)c2)cc1	-0.825
CCOC(=O)C1=C(C)N=C2SC(C(=O)OC)=CC(=O)N2C1c1ccc(F)cc1 (stereo not given)	-1.74
CCCCCCn1c(NCC)nc2c1c(=O)[nH]c(=O)n2C	0.281
Cc1oc(=O)c(NC(=O)c2ccc(Cl)cc2)cc1C(=O)c1ccccc1	-0.468
Cc1ccccc1S(=O)(=O)Nc1nc2ccccc2nc1NCCO	0.0939
COC(=O)c1cc(OC)c(OC)cc1NC(=O)Nc1ccc(OC)cc1	-0.215
CCC(=O)N1c2ccccc2NC2=C(C(=O)CC(c3ccco3)C2)C1c1ccco1 (stereo not given)	-0.897
COc1ccccc1N1CCN(C(=O)C(=O)N/N=C/c2cccc(O)c2)CC1	1.29
CC1CCCN(C(=O)CN2CCN(C(=O)c3ccco3)CC2)C1 (stereo not given)	0.0615
